Bioassay records as filed in PubChem.
RSV CPE inhibition: inhibition of RSV-induced cytopathic effect – HEp-2 cells, primary 10 µM value included (AID 2391); HEp-2 cells, RSV-induced CPE inhibition; higher % means a stronger effect; CPE inhibition, % at 10 µM; hits with a dose series show IC50 in µM; 310,000 tested, 0.13% active; in the data active means a potency from the dose series; inconclusive means CPE inhibition mostly from about 23% at the one dose, without a potency; inactive means the rest, 99 in 100 with CPE inhibition below about 21%; further: strong numbers were not always called active
HIV fusion peptide: cell-free HIV fusion peptide-binding blockers – biochemical, uHTS, fluorescence dequenching, primary screen (AID 1986) | cell-free peptide binding, fluorescence dequenching, 30 min; higher % means a stronger effect | 290,000 tested, 0.3% active | inhibition, % at 20 µM, or IC50 in µM where a hit was titrated; in the data active means inhibition mostly above about 52%, no sharp cut-off; inactive means mostly below about 76%; further: some results filed as inactive read as strong as hits
Siah-1 displacement: Siah-1 peptide-binding antagonists, primary screen, biochemical, fluorescence polarization, rhodamine-plectin, uHTS (AID 1817) | Siah-1 / rhodamine-plectin peptide fluorescence polarization; higher % means a stronger effect | 290,000 tested, 0.02% active | displacement, % at 20 µM, or IC50 in µM where a hit was titrated;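 active means displacement of at least 50% at 20 µM, with a fluorescence ratio check between 0.3 and a set limit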;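 further: plate controls were Siah plus tracer with DMSO for no effect and tracer alone without Siah for full effect; strong numbers were not always called active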
LYP inhibition: inhibitors of LYP phosphatase, biochemical, fluorescence intensity, uHTS (AID 1779) | recombinant LYP phosphatase, fluorescence intensity; higher % means a stronger effect | inhibition, % at 11.5 µM; hits with a dose series show IC50 in µM | 290,000 tested, 0.054% active; in the data active means inhibition above about 50%;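 further: plate controls were vehicle with enzyme for no effect and no enzyme for full effect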
Rac1 GTP hydrolysis: MgcRacGAP GTPase-activating activity inhibitors, confirmation, biochemical, ADP Hunter fluorescence; 340,000 tested, 0.6% active; inhibition, % at 30 µM; hits with a dose series show IC50 in µM; MgcRacGAP-stimulated Rac1 GTP hydrolysis, ADP Hunter fluorescence; higher % means a stronger effect; GST-tagged Rac1 F28L mutant substrate; AID 624330;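 active means first-screen hits whose inhibition reached a set limit at any dose in the follow-up dose series; inconclusive means inhibition above the set first-screen limit but never retested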;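 further: fluorescence reports GDP produced by GAP-driven GTP hydrolysis; strong numbers were not always called active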
SV40 large T antigen: TAg ATPase/helicase activity blockers – biochemical (AID 1903) | SV40 large T antigen ATPase/helicase inhibition assay; higher % means a stronger effect | inhibition, % at 20 µM; hits with a dose series show IC50 in µM | 310,000 tested, 0.39% active; in the data active means a potency from the dose series; inconclusive means inhibition mostly from about 32% at the one dose, without a potency; inactive means the rest, 99 in 100 with inhibition below about 32%; further: strong numbers were not always called active
Dengue-2 NS5 capping: Dengue-2 NS5 methyltransferase inhibitors, primary screen, biochemical, confirmation dose response (AID 588689) | Dengue-2 NS5 methyltransferase capping enzyme assay, biochemical; higher % means a stronger effect | one-dose inhibition, % at 25 µM; IC50 in µM for titrated hits | 340,000 tested, 0.3% active; in the data active means a potency from the dose series; inconclusive means inhibition above about 29% without an active follow-up result
XIAP displacement: small molecules displacing peptide from XIAP – biochemical, IAP family, fluorescence polarization (AID 1018); 200,000 tested, 0.007% active; XIAP BIR domain, fluorescence polarization peptide displacement; higher % means a stronger effect; displacement, % at 20 µM, or IC50 in µM where a hit was titrated; in the data active means displacement above about 50%; further: a part of the inactive calls stands beside numbers as strong as those of hits
AID2073: inhibitors of Mint1-CaV2.2 protein interaction, biochemical, HTRF (AID 2073); HTRF protein-protein interaction, Mint1-CaV2.2; higher % means a stronger effect; inhibition, % at 20 µM, or IC50 in µM where a hit was titrated; 290,000 tested, 0.19% active; in the data active means inhibition mostly above about 51%, no sharp cut-off; inconclusive means no clear call, values can overlap the other calls; inactive means mostly below about 53%; further: some results filed as inactive read as strong as hits
Dengue-2 NS5 capping pilot replicate: also measured in Dengue-2 NS5 capping; calls as there; inhibition, %; measured here: pilot screen replicate inhibition
* marks the source's active call; other numbers are inactive results; ? = inconclusive; . = no result given.

SMILES	RSV CPE inhibition	HIV fusion peptide	Siah-1 displacement	LYP inhibition	Rac1 GTP hydrolysis	SV40 large T antigen	Dengue-2 NS5 capping	XIAP displacement	AID2073	others
Cc1cc(OC(C)C(=O)Nc2cccnc2)ccc1Cl (stereo not drawn)	2.9%	-1.3%	-1%	-10%	5%	4%	2%	.	-5%
CC(C)CCN1C(=O)c2ccc(C(=O)Nc3ccccn3)cc2C1=O	0.8%	-0.4%	-3%	-5%	-6%	8%	2%	.	-4%
COC(=O)c1ccc(S(=O)(=O)NC(C)(C)C)n1C	1.0%	-0.7%	4%	-4%	-1%	5%	6%	.	6%
Cc1nn(CC(=O)NCCC2=CCCCC2)c(C)c1[N+](=O)[O-]	-1.6%	.	.	.	4%	10%	-14%	.	.
Cc1ccc(CCNC(=O)CNC(=S)N(Cc2ccccc2)Cc2cccnc2)cc1	1.3%	0.5%	4%	0%	1%	2%	-7%	-1.9%	-20%
Cc1cc([N+](=O)[O-])nn1Cn1nc([N+](=O)[O-])cc1C	3.9%	-0.9%	-2%	-10%	-16%	6%	-11%	-8.0%	8%
COc1nc(Cl)cn(-c2ccc(C)cc2)c1=O	1.0%	-1.1%	4%	-2%	9%	6%	-6%	-1.8%	2%
CCc1ccccc1S(=O)(=O)Cc1ccc(C(=O)NCc2ccc3c(c2)OCO3)o1	1.0%	-1.1%	-1%	-1%	-1%	0%	0%	-2.7%	1%
CCOc1ccc(/C(O)=C2/C(=O)C(=O)N(CC3CCCO3)C2c2ccco2)cc1 (stereo not drawn)	0.3%	6.2%	6%	1%	3%	13%	-5%	0.9%	3%
O=C(C1Cc2ccccc2O1)N1CCCCC1 (stereo not drawn)	0.5%	1.0%	2%	-9%	9%	7%	-1%	-3.7%	-1%
O=C(N/N=C/c1ccc([N+](=O)[O-])o1)c1ccccc1NS(=O)(=O)c1cccs1	7.9%	46%	-3%	-4%	4%	8%	21%	.	1%
COc1ccc(Nc2nc3ccc(OC)cc3s2)cc1	7.6%	-1.3%	-3%	4%	14%	12%	-5%	-3.7%	-12%
Cc1nc(C(=O)NC2CC2)sc1C1(C)CC(c2cccc([N+](=O)[O-])c2)=NO1 (stereo not drawn)	1.4%	-1.6%	8%	-5%	9%	4%	1%	.	13%
COc1ccc(S(=O)(=O)Nc2cc(C)ccc2OC)cc1C	3.7%	0.7%	2%	3%	4%	3%	-1%	-1.5%	9%
Cc1coc2cc3oc(=O)ccc3cc12	18%	-1.3%	2%	-4%	10%	6%	-8%	.	20%
CNC(=O)c1csc(-c2ccc(Cl)cc2)n1	4.7%	-0.9%	2%	-6%	17%	9%	-7%	-2.0%	-2%
N#Cc1c(SCC(N)=O)nc(-c2ccccc2)c2c1CCCC2	6.5%	5.3%	3%	2%	9%	4%	-6%	-3.5%	9%
NC(=O)Nc1ccc(C(=O)OCC(=O)NC2CCCCC2)cc1	0.8%	-1.3%	9%	-4%	6%	6%	-15%	-4.8%	-1%
COc1ccc2c(c1)C(=O)[C@@H](OC(=O)NCc1ccc3c(c1)OCO3)[C@H](c1ccc(OC)c(Br)c1)O2	.	-0.4%	1%	8%	.	18%	.	-4.6%	17%
Cc1ccc(OCC(=O)NNC(=O)C2CCN(c3nc(C)cc(C)n3)CC2)cc1	-0.8%	-3.9%	16%	-10%	3%	7%	-7%	-4.8%	2%
O=C(NCC(=O)N(Cc1ccccc1)C(C(=O)NC1CCCC1)c1cccnc1)c1ccco1 (stereo not drawn)	0.7%	1.1%	4%	-8%	-6%	8%	2%	-5.0%	-9%
COc1cc(CN2CCCC(N3CCN(c4ccc(F)cc4)CC3)C2)ccc1F (stereo not drawn)	-0.5%	-0.2%	0%	-10%	4%	-7%	-3%	.	6%	Dengue-2 NS5 capping pilot replicate=-4.9
CN(Cc1ccc2nsnc2c1)Cc1nc(Cc2cccc(F)c2)no1	5.9%	-0.6%	6%	-3%	7%	43%	-5%	-21%	10%
O=C(Nc1ccc2nc(C3CC3)n(Cc3ccccc3)c(=O)c2c1)C1CC1	-1.0%	0.5%	-2%	0%	11%	18%	-4%	.	10%
O=S(=O)(Cc1noc(-c2ccc(OC(F)(F)F)cc2)n1)c1ccc(F)cc1	2.2%	1.5%	0%	0%	.	9%	.	.	14%

The closing three entries of the section above open the next one:
SMILES	RSV CPE inhibition	HIV fusion peptide	Siah-1 displacement	LYP inhibition	Rac1 GTP hydrolysis	SV40 large T antigen	Dengue-2 NS5 capping	XIAP displacement	AID2073	others
CN(Cc1ccc2nsnc2c1)Cc1nc(Cc2cccc(F)c2)no1	5.9%	-0.6%	6%	-3%	7%	43%	-5%	-21%	10%
O=C(Nc1ccc2nc(C3CC3)n(Cc3ccccc3)c(=O)c2c1)C1CC1	-1.0%	0.5%	-2%	0%	11%	18%	-4%	.	10%
O=S(=O)(Cc1noc(-c2ccc(OC(F)(F)F)cc2)n1)c1ccc(F)cc1	2.2%	1.5%	0%	0%	.	9%	.	.	14%
CC1Oc2ccccc2C=C1/C=C1/SC(N2CCOCC2)=NC1=O (stereo not drawn)	2.3%	-0.7%	-4%	-5%	0%	5%	-11%	-3.3%	-8%
O=C(O)c1ccc2c(c1)C(=O)N(CCC1=CCCCC1)C2=O	1.1%	7.0%	2%	-2%	4%	11%	2%	-4.4%	-10%
CCN(Cc1ccccc1)C(=O)c1oc2ccc(S(=O)(=O)N3CCOCC3)cc2c1C	?	-0.4%	2%	-9%	5%	-2%	-5%	.	0%
CCOC(=O)c1c(NC(=O)CSc2ncccn2)sc2c1CCN(Cc1ccccc1)C2	.	12%	0%	5%	9%	3%	-12%	-8.0%	11%
c1ccc2sc(Cc3nnc4n3CCCCC4)nc2c1	1.3%	1.0%	2%	-11%	2%	6%	-1%	-2.0%	26%
CCCCC(C(=O)NCCC(C)C)N(CCCN1CCOCC1)C(=O)c1snc(C(N)=O)c1N (stereo not drawn)	-0.7%	0.1%	-7%	-5%	8%	11%	-2%	0.0%	4%
CCc1ccc(NC(=O)c2cc(-c3ccc4c(c3)OCO4)on2)cc1	-0.5%	-0.1%	3%	-12%	6%	3%	0%	.	21%
CCSc1nnc(C)c2ccccc12	4.4%	-0.6%	5%	-6%	14%	9%	-4%	-5.0%	13%
CC(=O)Nc1ccc(NC(=O)C2CCN(C(=O)c3cccs3)CC2)cc1	1.6%	-0.1%	-5%	-15%	-3%	24%	-4%	-1.3%	5%
CCCCNc1ncnc2c1cnn2Cc1ccc(Cl)cc1	0.2%	0.3%	2%	-5%	4%	4%	2%	.	2%
Cc1[nH]c(C)c(S(=O)(=O)N2CCN(c3cccc(C(F)(F)F)c3)CC2)c1C(=O)N1CCCCC1	23µM*	-1.3%	-5%	-6%	11%	12%	-11%	.	-7%
Cc1ccc2c(c1)C(c1ccccc1)N(C(=O)c1ccc(S(=O)(=O)N3CCOCC3)cc1)CC(=O)N2 (stereo not drawn)	1.6%	-1.5%	-4%	-13%	0%	48%	-5%	-2.4%	3%
O=C(C1CC(c2ccc(F)cc2)=NO1)N1CCCc2ccccc21 (stereo not drawn)	1.2%	1.3%	-1%	-6%	8%	8%	-9%	-4.7%	5%
COc1ccc(Nc2nnc(SCC3CCCO3)s2)cc1 (stereo not drawn)	2.6%	-0.8%	-4%	-1%	8%	7%	-5%	-4.7%	-10%
Cc1cccc2c(C(=O)Nc3ccc(Br)cc3)cc(-c3ccccn3)nc12	4.9%	1.3%	-2%	-8%	2%	-4%	-2%	-8.6%	12%
COc1ccc(Cc2nnc(Nc3ccccc3OC)[nH]c2=O)cc1	3.9%	-0.3%	9%	-7%	-10%	11%	.	-3.1%	4%
COCCNC(=O)c1ccc(S(=O)(=O)c2ccc(Cl)cc2)c(NC(C)=O)c1	1.6%	0.2%	-2%	-6%	5%	27%	-1%	.	6%
O=C(Nc1ccc2c(c1)OCCO2)c1ccccc1F	1.1%	-0.7%	-2%	-5%	3%	14%	-9%	-7.7%	-3%
CCN(Cc1ccccc1)C(=O)CS(=O)(=O)c1ccccc1	-0.2%	-2.0%	1%	0%	2%	0%	-6%	-11%	-8%
CNC(=O)c1cc(S(=O)(=O)NCc2ccncc2)ccc1OC	5.4%	0.4%	1%	-8%	8%	12%	-5%	.	-9%
O=C(COc1ccc2ccccc2c1)Nc1ccc(Br)cc1C(=O)O	?	64%	2%	-4%	11%	18%	24%	.	3%
COC(=O)c1c(C)oc2ccc(NS(=O)(=O)c3cc(OC)ccc3OC)cc12	0.4%	2.9%	3%	0%	17%	10%	-1%	-5.2%	1%
O=C(O)/C=C\C(=O)Nc1ccc(N2CCN(c3ccc(Cl)cc3)CC2)cc1	16%	1.8%	10%	-6%	11%	15%	5%	-3.3%	-1%
CCc1nn(CC(=O)N2CCCCCC2)c(=O)c2cc3ccccc3n12	3.4%	0.6%	-3%	2%	-1%	4%	-11%	.	3%
Cc1ccc(O)c(NC(=O)C2CC(c3ccc(F)cc3)=NO2)c1 (stereo not drawn)	3.5%	-1.4%	4%	-6%	10%	1%	-7%	-5.6%	-9%
(cont.)
SMILES	RSV CPE inhibition	HIV fusion peptide	Siah-1 displacement	LYP inhibition	Rac1 GTP hydrolysis	SV40 large T antigen	Dengue-2 NS5 capping	XIAP displacement	AID2073	others
O=C1NC(=O)C(Cc2c[nH]c3ccccc23)N1 (stereo not drawn)	0.7%	-0.3%	-2%	-9%	3%	4%	-1%	.	9%
C/C(=N\NC1=NCCN1)c1ccccc1	.	1.3%	10%	-6%	.	6%	.	.	16%
Cc1ccc(/C=N/NC(=O)CSc2nnc(-c3ccccc3)n2-c2ccc(Cl)cc2)o1	3.9%	-0.7%	8%	5%	10%	7%	-10%	-0.8%	-27%
COC(=O)C1=C(C)NC(=O)CC1c1cccc(Cl)c1Cl (stereo not drawn)	-0.3%	-0.6%	1%	0%	8%	2%	-5%	2.1%	17%
CN(C)c1ccc(C(=O)N/N=C/c2ccccn2)cc1	2.0%	-1.0%	1%	-6%	5%	16%	-3%	.	13%
O=C(NCc1ccco1)C1CCN(c2nnc(-n3cccc3)s2)CC1	2.5%	-3.0%	-3%	-6%	-5%	5%	-2%	-11%	3%
COc1ccc(CCCNC(=O)C2CCC(=O)N(CCc3cccc(F)c3)C2)cc1 (stereo not drawn)	-0.6%	1.3%	-5%	-12%	-2%	-1%	-1%	.	36%
COc1ccc(C(=O)OCC(=O)NCC2CCCO2)cc1S(=O)(=O)N1CCCc2ccccc21 (stereo not drawn)	1.8%	-0.8%	17%	-10%	8%	-3%	.	-3.4%	-2%
O=C(CCNC(=O)C1CCN(S(=O)(=O)c2ccccc2)CC1)NC1CC1	4.6%	2.0%	4%	1%	6%	18%	-8%	.	-6%
O=C(CSc1nnc(Nc2ccccc2F)s1)NCc1ccco1	.	5.8%	7%	-6%	10%	11%	23%	-8.0%	22%
CCC(=O)Nc1ccc(C(=O)CSc2nc3ccc(C)cc3[nH]2)cc1	0.5%	11%	18%	7%	3%	13%	-3%	-4.6%	32%

This is a random part of the collection. About 1.7% of those tested had a hit in this group.
